# Screening data as filed in PubChem.
# S1P4 agonist = agonists of human S1P4 receptor; activation, % at 4.98 µM; S1P4-expressing cell line, agonist reporter assay; O95977; 0.35% of 220,000 active; in the data active means activation above about 11%;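 further: 0% = DMSO vehicle and 100% = reference agonist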
# Ba/F3 V617F tox = lowers viability of Ba/F3 cells expressing EpoR and JAK2V617F; ATP luminescence; inhibition, % at 5.6 µM; 1.1% of 220,000 active;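 active means inhibition above the campaign mean plus 3 SD over all tested compounds, cut at about 24% in these data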;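 further: cytokine-independent growth of Ba/F3 cells driven by EpoR plus mutant JAK2; 0% = DMSO-treated cells and 100% = JAK inhibitor I control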
# NPY2 pot ag = potentiators or agonists of human neuropeptide Y receptor Y2. cells expressing NPY-Y2, potentiator/agonist read-out. P49146. activation, % at 3.6 µM. AID 1359. 0.45% of 220,000 active; in the data active means activation above about 27%;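 further: cells stimulated with NPY near EC25 plus isoproterenol at EC100; 0% = vehicle plus submaximal agonist and 100% = vehicle plus saturating agonist; some results beyond the cut were filed as inactive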
# PERK inh = inhibitors of human PERK kinase | Q9NZJ5 | CHO PERK-DD fusion, SEAP luminescence translation reporter | inhibition, % at 5.6 µM | 0.17% of 220,000 active | AID 1416;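 active means inhibition above the mean inhibition of all tested compounds plus 3 SD, set separately per screening campaign, cut at about 2.9% in these data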;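 further: PERK kinase domain activated by AP20187 dimerizer at 100 nM; 0% = DMSO with dimerizer and 100% = rapamycin at 8.4 µM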
# Target sequence (Q9NZJ5 whole entry, looked up, the tested form may be a part): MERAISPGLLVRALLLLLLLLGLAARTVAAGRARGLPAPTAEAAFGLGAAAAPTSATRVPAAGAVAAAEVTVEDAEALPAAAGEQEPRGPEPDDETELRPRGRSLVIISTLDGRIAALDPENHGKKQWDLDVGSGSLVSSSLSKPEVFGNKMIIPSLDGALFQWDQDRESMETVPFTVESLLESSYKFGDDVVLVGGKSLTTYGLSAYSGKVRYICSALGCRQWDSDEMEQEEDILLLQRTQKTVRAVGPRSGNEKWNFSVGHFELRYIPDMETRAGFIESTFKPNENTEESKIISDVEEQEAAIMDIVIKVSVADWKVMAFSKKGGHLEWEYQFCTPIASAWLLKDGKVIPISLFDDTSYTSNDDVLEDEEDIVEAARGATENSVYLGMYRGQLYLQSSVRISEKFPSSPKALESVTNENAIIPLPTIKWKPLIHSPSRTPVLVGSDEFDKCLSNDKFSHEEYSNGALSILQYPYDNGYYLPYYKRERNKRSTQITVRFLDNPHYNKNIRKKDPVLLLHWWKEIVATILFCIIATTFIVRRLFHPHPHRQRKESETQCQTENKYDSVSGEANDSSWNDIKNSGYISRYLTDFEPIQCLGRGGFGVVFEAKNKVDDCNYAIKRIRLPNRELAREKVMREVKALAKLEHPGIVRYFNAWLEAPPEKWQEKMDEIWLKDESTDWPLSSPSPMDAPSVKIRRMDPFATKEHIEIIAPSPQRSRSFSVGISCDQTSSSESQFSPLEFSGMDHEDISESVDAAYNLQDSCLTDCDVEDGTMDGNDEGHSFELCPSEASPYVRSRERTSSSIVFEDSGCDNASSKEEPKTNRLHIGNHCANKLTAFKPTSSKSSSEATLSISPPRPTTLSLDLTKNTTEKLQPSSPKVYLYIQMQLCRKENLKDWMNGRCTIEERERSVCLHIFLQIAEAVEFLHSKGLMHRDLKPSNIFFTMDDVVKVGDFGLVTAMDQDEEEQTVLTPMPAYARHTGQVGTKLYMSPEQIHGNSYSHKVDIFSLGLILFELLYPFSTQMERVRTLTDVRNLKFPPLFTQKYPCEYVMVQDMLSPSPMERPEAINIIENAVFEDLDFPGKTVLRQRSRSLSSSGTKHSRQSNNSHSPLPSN
# BaF3 parental = reduces parental Ba/F3 cell viability, JAK2V617F counter-screen; CellTiter-Glo ATP luminescence; inhibition, % at 5.6 µM; 1.1% of 220,000 active; AID 1486;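 active means inhibition above a per-campaign cutoff, the mean inhibition of all tested compounds plus 3 SD, cut at about 27% in these data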;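 further: 0% = DMSO wells and 100% = JAK Inhibitor I control wells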
# Wee1 stabilizer = inhibitors of human Wee1 degradation. AID 1321. reporter increase, % at 5 µM. 1.2% of 220,000 active. HeLa Luc-Wee1K328M stability, luciferase luminescence; 100% = proteasome inhibitor MG132 effect. P30291;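 active means activation above the mean of all tested compounds plus 3 SD, set per screening run, cut at about 8.8% in these data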;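 further: cells exposed to compound for 20 h before luminescence read; 0% = DMSO alone and 100% = MG132 at 30 µM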
# S1P4 antag = human S1P4 receptor antagonism | O95977 | S1P4-expressing cells, antagonist mode, reporter read-out | inhibition, % at 4.98 µM | 0.26% of 220,000 active | AID 1510; in the data active means inhibition above about 29%;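 further: 0% = wells stimulated with agonist and 100% = vehicle wells without agonist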
# eIF4E-4G inh = blocks eIF4E binding to eIF4G; 0.37% of 220,000 active; inhibition, % at 21.7 µM; TR-FRET eIF4E-eIF4GI(517-606) binding, 2 h; P63073+Q04637;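 active means inhibition above about 30%, limit read from the data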;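 further: 0% = full FRET control wells and 100% = background wells lacking eIF4GI fragment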
# MDM2 E3 inh = Mdm2 E3 ligase (human) inhibition; Q00987; cell-based MDM2 ubiquitination luciferase reporter, 2 h; 0 = plate control, 100 = twice control, blank-subtracted; signal enhancement, % at 5 µM; 0.11% of 210,000 active;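 active means signal enhancement of 30% or more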;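 further: luminescence tracks abundance of the self-degrading MDM2-luciferase fusion protein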
#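 Assay system: mammalian cells stably expressing self-ubiquitinating, self-degrading MDM2 E3–luciferase fusion. Quantity: 2000 cells in each well. Medium: DMEM culture medium. Compound dosing: single-point 5 µM. Timing: cell settling 4 h, compound treatment 2 h, both 37 °C. Technique: luciferase luminescence. Read-out basis: percent signal gain over controls, blank-subtracted. Benchmarks: plate controls and plate blanks.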
# An asterisk follows results filed as active; / = no result given; & = joins results of further samples; [ ] = dose if it differs, or a comment. Hits appear at their usual frequency; overall some 4.1% were active at least once.
# Every second line gives: S1P4 agonist	Ba/F3 V617F tox	NPY2 pot ag	PERK inh	BaF3 parental	Wee1 stabilizer	S1P4 antag	eIF4E-4G inh	MDM2 E3 inh
COc1ccc(NC(=O)C(NC(C)=O)C(=O)NCc2ccccc2OC)cc1 (centres undefined)
 : -3.9	0	9	0.1	1	1	15	-4[fluorescence artefact?]	-12
COc1ccccc1CNC(=O)c1cccc2c1C(=O)N(Cc1cccnc1)C2
 : -0.2	4	6	-0.2	5	-2	-22	2	-22
C=CCC(NCc1ccccc1)c1ccccc1 (centres undefined)
 : -1.8	-4	12	1.1	-2	-2	-22	11	-17
O=C(CS(=O)(=O)c1cn(Cc2ccc(Cl)cc2)c2ccccc12)N1CCCC1
 : -0.9	-1	-18	-0.1	7	1	-8	2	-46
O=c1[nH]c2cc3c(cc2cc1C(c1nnnn1Cc1ccccc1)N1CCCCCC1)OCCO3 (centres undefined)
 : -3.7	-5	0	-0.6	-1	-1	0	-100[fluorescence artefact?]	-6
CCc1cccc(NC(=O)c2ccc(Cn3c(=O)[nH]c4ccsc4c3=O)cc2)c1
 : -0.2	-4	4	1.9	6	4	4	7	/
COc1cccc(-c2nc(CS(=O)CC(=O)NCCCOC(C)C)c(C)o2)c1 (centres undefined)
 : 0.7	-1	3	0.6	3	-1	-8	4[fluorescence artefact?]	-4
CCOc1ccccc1OCCCC(=O)NC1=NCCS1
 : -1.2	-3	16	1.4	0	-3	15	-5[fluorescence artefact?]	-13
COc1ccc(NCC(=O)N/N=C/C(C)c2ccccc2)cc1 (centres undefined)
 : 2.4	-1	8	0.1	-1	1	-16	-1	-12
CC1(C)Cc2nc3[nH]c(=S)[nH]c(=O)c3cc2CO1
 : 2.4	-5	2	0.6	0	-2	0	-1	-16

# Profiles, looked up by structure. Order of screens: S1P4 agonist	Ba/F3 V617F tox	NPY2 pot ag	PERK inh	BaF3 parental	Wee1 stabilizer	S1P4 antag	eIF4E-4G inh	MDM2 E3 inh
# Shown for `CC1(C)Cc2nc3[nH]c(=S)[nH]c(=O)c3cc2CO1` : 2.4	-5	2	0.6	0	-2	0	-1	-16
# Shown for `CCOc1ccccc1OCCCC(=O)NC1=NCCS1` : -1.2	-3	16	1.4	0	-3	15	-5[fluorescence artefact?]	-13
# Shown for `COc1ccc(NCC(=O)N/N=C/C(C)c2ccccc2)cc1` (centres undefined) : 2.4	-1	8	0.1	-1	1	-16	-1	-12

# The listing continues:
# Every second line gives: S1P4 agonist	Ba/F3 V617F tox	NPY2 pot ag	PERK inh	BaF3 parental	Wee1 stabilizer	S1P4 antag	eIF4E-4G inh	MDM2 E3 inh
CC(C)(C)NC(=O)/C(=C\c1ccccc1F)NC(=O)c1ccc([N+](=O)[O-])cc1
 : 1.1	-1	-3	1.1	4	1	6	0	-7
Cc1c(Cl)cccc1NC(=S)N(Cc1cccnc1)Cc1ccccc1Cl
 : 1.7	3	-17	0.0	12	-1	5	0	3
O=C(NC(=S)Nc1ccc(S(=O)(=O)Nc2nccs2)cc1)C1CC1
 : -0.1	-2	8	-0.4	-4	-4	-9	1	1
CCCCC(=O)Nc1ccc(C(=O)N2CCC(C(=O)OCC)CC2)cc1
 : -0.2	-4	7	0.0	38*	0	-2	0	-21
O=C(Nc1ccon1)c1cnc2sccn2c1=O
 : -0.2	0	-3	1.0	0	4	6	/	-10
COc1ccc(-c2csc3nc(C)n(-n4cccc4)c(=O)c23)cc1OC
 : 1.5	2	4	-0.8	3	0	-10	-7	-4
O=C(CSCc1ccc(Cl)cc1)NN=C1CCCCCC1
 : 0.7	3	-9	0.6	2	-1	-6	3[fluorescence artefact?]	-7
O=C(Nc1nnc(Cc2ccc(Cl)cc2)s1)C1CCCO1 (centres undefined)
 : -0.3	0	4	1.4	3	4	-2	-3	-14
CCN(Cc1cc(=O)[nH]c2ccccc12)C(=O)C(C)C
 : 0.6	-3	-8	1.0	-2	-3	-18	1	-12
COc1ccc(-c2cc(C(=O)O)sc2C)cc1
 : -0.1	3	-7	1.1	3	8	-1	-1	5

# (more compounds)
# Every second line gives: S1P4 agonist	Ba/F3 V617F tox	NPY2 pot ag	PERK inh	BaF3 parental	Wee1 stabilizer	S1P4 antag	eIF4E-4G inh	MDM2 E3 inh
O=C(Nc1nccc(-c2cccs2)n1)c1cccs1
 : 1.3	3	-1	-1.0	2	3	-2	-13	-10
CC1CC(C)(C)NC(C)c2ccccc21 (centres undefined)
 : 3.1	-5	22	0.3	-3	-4	-2	-4	-12
O=S1(=O)N=C(N/N=C/C=C/c2ccccc2)c2ccccc21
 : 0.4	-3	-2	0.4	2	2	-2	-3[fluorescence artefact?]	/
Cc1cccc(NC(=S)N(CCN(C)C)Cc2cc3cccc(C)c3[nH]c2=O)c1
 : -1.1	-4	-12	-1.2	2	0	-8	2	-12
COc1cc(NC(=S)Nc2ccccn2)cc(OC)c1OC
 : 1.3	6	-2	0.1	0	2	-22	-2	-15
COc1ccc(OCCN(C)Cc2ccccc2)cc1
 : 0.0	2	-17	0.1	3	4	-1	-10	-11
O=C(O)Cc1ccc(N=Nc2c(O)c(C(=O)O)cc3ccccc23)cc1
 : 0.3	3	-5	0.6	0	6	11	5	-11
O=c1c2ccccc2ncn1-c1ccc(Cl)cc1
 : 0.0&0.2	0&-2	15&4	1.1&0.9	-1&-5	-2&-1	-6&8	-2&1	-6&-2
O=C(CC(NCCc1ccccc1)C(=O)O)Nc1ccc(O)cc1 (centres undefined)
 : -0.7	-1	8	0.2	3	3	11	-2	-6
COc1cc(OC)c(NC(=O)CS(=O)(=O)Cc2nc(-c3ccc(C)cc3)oc2C)cc1Cl
 : -2.9	-6	-2	0.0	1	-1	-4	3	-8

# Arranged by number of heavy atoms (smallest number first): part of the list above
# Every second line gives: S1P4 agonist	Ba/F3 V617F tox	NPY2 pot ag	PERK inh	BaF3 parental	Wee1 stabilizer	S1P4 antag	eIF4E-4G inh	MDM2 E3 inh
O=C(Nc1nccc(-c2cccs2)n1)c1cccs1
 : 1.3	3	-1	-1.0	2	3	-2	-13	-10
COc1ccc(OCCN(C)Cc2ccccc2)cc1
 : 0.0	2	-17	0.1	3	4	-1	-10	-11
O=C(Nc1nnc(Cc2ccc(Cl)cc2)s1)C1CCCO1 (centres undefined)
 : -0.3	0	4	1.4	3	4	-2	-3	-14
COc1cc(NC(=S)Nc2ccccn2)cc(OC)c1OC
 : 1.3	6	-2	0.1	0	2	-22	-2	-15

# Later entries
# Every second line gives: S1P4 agonist	Ba/F3 V617F tox	NPY2 pot ag	PERK inh	BaF3 parental	Wee1 stabilizer	S1P4 antag	eIF4E-4G inh	MDM2 E3 inh
O=C1c2ccccc2C(=O)N1CCN1CCOCC1
 : -6.9	-1	-10	2.0	8	-2	-4	-3[fluorescence artefact?]	1
O=C(NCC1CCCO1)C1CCCN1C(=O)Nc1ccc(Cl)c(Cl)c1 (centres undefined)
 : 0.8	4	-5	-0.6	4	1	-11	1	-21
CC1CN(CC(O)COC(c2ccccc2)c2ccccc2)CC(C)O1 (centres undefined)
 : 57*	5	5	-0.7	7	-1	-9	-1	-11
Cc1ccccc1CNC(=O)Nc1cccs1
 : 0.7	0	7	1.3	4	0	-3	-3	-1
O=C(Nc1ccc(NC(=O)c2ccccc2Cl)nc1)c1ccncc1
 : 1.8	-1	-2	-0.3	90*	-3	-12	6	-7
CCN(CC(=O)NCc1cccs1)C(=O)CCc1c[nH]c2ccccc12
 : 1.1	1	-9	0.0	8	0	-14	-2	-5
COc1c(OC(C)=O)ccc(/C=C/c2ccc3ccccc3n2)c1[N+](=O)[O-]
 : -2.5	-1	8	1.4	7	3	-4	-4[fluorescence artefact?]	10
Cc1c(C#N)c(N=CN(C)C)c(C(=O)c2ccccc2)n1-c1ccccc1
 : 0.2	-3	5	-0.3	6	1	-21	5	1
CCOC(=O)N1CCN(Cc2cc(=O)oc3ccc(Cl)cc23)CC1
 : -0.2	-1	5	1.5	5	0	-8	0	-8
C/C(=N\NC(=O)c1ccc(NS(=O)(=O)c2cccs2)cc1)c1ccncc1
 : 1.0	3	3	2.6	9	-2	-15	-1	-3

# Further entries follow.
# Every second line gives: S1P4 agonist	Ba/F3 V617F tox	NPY2 pot ag	PERK inh	BaF3 parental	Wee1 stabilizer	S1P4 antag	eIF4E-4G inh	MDM2 E3 inh
CSc1sc(C)cc1C1C(C#N)=C(N)N(c2cccnc2)C2=C1C(=O)CCC2 (centres undefined)
 : -0.9	1	13	-0.4	7	6	18	/	0
C=CCNc1ncnc2sc(SC)nc12
 : -0.1	0	18	0.1	3	10*	-32	5	-17
CCc1ccc(C(=O)COC(=O)CNC(=O)COc2ccccc2)cc1
 : 0.0	-3	-1	1.1	2	-4	-15	-1	3
COc1ccccc1/C=N/NC(=O)c1ccccc1Cl
 : -1.9	-4	3	-0.4	-1	-3	1	2	-15
Cc1nn(Cc2ccccc2)c(C)c1NC(=O)Cn1nc([N+](=O)[O-])c(Cl)c1C
 : -0.4	-1	-9	-0.8	1	-2	0	-3[fluorescence artefact?]	-5
CCC(=O)Nc1nc2nc(-c3ccccc3)cc(=O)n2[nH]1
 : -0.1	-1	-3	0.6	-7	0	-13	-3	/
CCOC(=O)c1cc2c(s1)-c1ccccc1CC2
 : -0.1	-3	-8	0.4	-2	3	-28	9	-2
COc1cccc(N=CC2=C(O)CC(C)(C)CC2=O)c1
 : 2.6	1	-13	0.2	6	4	-10	-2[fluorescence artefact?]	-16
O=C(c1ccc(CSc2nc3ccncc3[nH]2)cc1)N1CCCCCC1
 : 0.7	-2	7	0.7	1	-3	-5	-2	-53
CCn1c(SCC(=O)N(C)C2CCS(=O)(=O)C2)nnc1-c1cccs1 (centres undefined)
 : 2.5	4	1	1.0	9	-1	-27	-4	-6

# Additional entries.
# Every second line gives: S1P4 agonist	Ba/F3 V617F tox	NPY2 pot ag	PERK inh	BaF3 parental	Wee1 stabilizer	S1P4 antag	eIF4E-4G inh	MDM2 E3 inh
COc1ccc(S(=O)(=O)NCCSCc2cccs2)cc1
 : -0.4	0	-16	1.9	3	1	4	-2	13
COCCN(CCOC)c1nc(N)c2c(N)nc3c(c2c1C#N)CC(=O)N3Cc1ccc(Cl)cc1
 : 1.3	5	-2	-0.4	3	2	-13	1	-11
O=Cc1ccc(-c2cccc(C(=O)O)c2)o1
 : 0.1	-2	13	0.0	7	0	8	4	-9
O=c1c2ccccc2cnn1Cc1n[nH]c(=S)n1-c1ccc(F)cc1
 : 4.1	-3	10	0.6	7	-4	12	-2	3
COc1ccc(C(C(=O)NC(C)(C)C)N(C(=O)Cn2nnc3ccccc32)c2cccc(C(C)=O)c2)cc1O (centres undefined)
 : -0.3	-1	-1	0.1	1	-1	-9	-4	/
CCn1c(=O)cc(OCC(=O)NCc2cccs2)c2ccccc21
 : 9.8	1	-20	-0.1	5	1	-5	2	11
C/C(=N\NC(=O)OC(C)(C)C)c1ccccc1Br
 : -0.7	2	2	-0.2	1	1	6	3	1
COc1ccc(-c2nsc(SCC(=O)Nc3cc(C)on3)n2)cc1
 : 1.7	-3	-1	0.6	1	-1	8	-6[fluorescence artefact?]	-13
O=C(CN(c1ccccn1)S(=O)(=O)c1ccc(F)cc1)Nc1ccc(F)cc1F
 : 1.1	0	9	0.6	0	-1	-6	1	7
CCOC(=O)C1(C)C=C(Nc2ccc(OCC)cc2)C(=O)N1c1ccccc1 (centres undefined)
 : 0.8	-4	-5	0.4	1	-1	-17	0	-2
